# EBNA-1 inhibitor = blocks EBNA-1 binding to DNA. EBNA-1 DNA binding, fluorescence polarization. inhibition, % at 14.8 µM. 300,000 compounds, 0.34% hits; in the data active = inhibition above about 28%
# PP5 primary = blocks human protein phosphatase 5 activity. purified PP5c, OMFP substrate fluorescence. inhibition, % at 6.7 µM. P53041. 320,000 compounds, 0.18% hits;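 active = inhibition above the campaign's mean inhibition across all tested compounds plus 3 SD, cut at about 9.5% in these data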;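 note: 0% = DMSO only and 100% = 100 µM cantharidin control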
# Target sequence (P53041 whole entry, looked up): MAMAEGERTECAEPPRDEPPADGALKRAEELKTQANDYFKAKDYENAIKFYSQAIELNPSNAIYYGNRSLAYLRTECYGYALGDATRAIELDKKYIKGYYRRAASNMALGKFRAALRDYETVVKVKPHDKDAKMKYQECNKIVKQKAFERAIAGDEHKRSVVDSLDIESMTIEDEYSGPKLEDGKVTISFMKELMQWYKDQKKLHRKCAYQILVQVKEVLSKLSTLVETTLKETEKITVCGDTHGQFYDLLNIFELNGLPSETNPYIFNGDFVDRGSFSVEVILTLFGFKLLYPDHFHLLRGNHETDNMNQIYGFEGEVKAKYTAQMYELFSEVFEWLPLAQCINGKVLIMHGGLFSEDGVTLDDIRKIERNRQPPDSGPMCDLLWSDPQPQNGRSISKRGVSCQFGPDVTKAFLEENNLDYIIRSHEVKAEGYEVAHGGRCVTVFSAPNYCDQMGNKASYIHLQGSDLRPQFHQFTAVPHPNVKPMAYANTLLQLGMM
# GASC-1 inh = inhibitors of human GASC-1 (JMJD2C) demethylase; Q9H3R0; GST-JMJD2C(1-420) H3K9me3 demethylation, DELFIA europium; inhibition, % at 2.35 µM; 330,000 compounds, 0.069% hits; AID 2099;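 active = more than half of a compound's replicate wells show inhibition beyond 50%, single wells judged on their own value; inconclusive = some, but no more than half, of replicates pass 50% inhibition; inactive = no replicate passes 50% inhibition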;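 note: signal counts dimethyl H3K9 product captured on neutravidin plate; 0% = median of DMSO wells and 100% = 0.3 times that DMSO median; strong numbers were not always called active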
# TPT1 inhibitor = C. albicans TPT1 enzyme inhibition; recombinant caTPT1, FP RNA substrate dephosphorylation; inhibition, % at 5 µM; 300,000 compounds, 0.81% hits; AID 1962;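 active = inhibition above the mean of all tested compounds plus 3 SD, set per screening campaign, cut at about 24% in these data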;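 note: plate controls were DMSO alone for no effect and ferristatin control at 100 nM for full effect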
# HCV core dimer = HCV core protein dimerization inhibition; TR-FRET GST/Flag-core106 dimerization, 1536-well; inhibition, % at 5 µM; 300,000 compounds, 0.33% hits; AID 1899;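 active = inhibition above the mean of all tested compounds plus 3 SD, set per screening campaign, cut at about 45% in these data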
#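 Assay system: tagged HCV core106 pair (GST and Flag); medium: KF-containing HEPES buffer, pH 7.45, DTT, CHAPS, BSA; also added: Eu donor and XL665 acceptor anti-tag antibodies; dosing: 5 µM single dose; timing: compound-protein-antibody incubation 4 h at 22.5 °C; signal: TR-FRET 671 and 617 nm emission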
# CTSL1 counter = counter-screen for PFM18AAP inhibitors: inhibitors of F. hepatica cathepsin L1 | recombinant F. hepatica cathepsin L1, Z-Leu-Arg-MCA fluorescence | inhibition, % at 5.96 µM | 300,000 compounds, 0.49% hits;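 active = inhibition above the mean of all tested compounds plus 3 SD, set per screening campaign, cut at about 17% in these data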;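 note: 0% = plate median of test compound wells and 100% = 1 µM Z-Phe-Ala-diazomethylketone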
# ZTA DNA inh = counter-screen for EBNA-1 inhibitors: inhibitors of Epstein-Barr virus ZTA; ZTA-DNA binding, fluorescence polarization; inhibition, % at 11 µM; 320,000 compounds, 0.15% hits; in the data active = inhibition above about 33%
# Target sequence (P03206 whole entry, looked up): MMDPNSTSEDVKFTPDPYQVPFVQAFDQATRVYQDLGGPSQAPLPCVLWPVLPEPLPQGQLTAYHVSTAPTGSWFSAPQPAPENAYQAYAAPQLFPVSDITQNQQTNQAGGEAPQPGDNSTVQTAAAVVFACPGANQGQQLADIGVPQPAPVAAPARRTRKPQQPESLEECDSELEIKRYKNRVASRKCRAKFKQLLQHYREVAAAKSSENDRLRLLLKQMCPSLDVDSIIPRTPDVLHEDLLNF
# Yeast superoxide = caloric restriction mimetics inhibiting age-related superoxide in yeast; 330,000 compounds, 0.18% hits; S. cerevisiae aged cells, superoxide DHE fluorescence; hits give low values; superoxide response (% of plate mean), % at 10 µM;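 active = superoxide response under a set limit, about three screen SD below normal, cut at about 65% in these data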;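 note: yeast aged for seven days with compound at 30 °C before DHE staining; 100% = average MFI of all compound-treated wells on the plate with controls excluded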
# PP1 inh = PP1-alpha (human) inhibition in PP5 counter-screen | 320,000 compounds, 0.9% hits | purified PP1alpha, OMFP fluorescence | inhibition, % at 6.7 µM;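 active = inhibition above the mean inhibition of all tested compounds plus 3 SD, computed separately for each screening campaign, cut at about 15% in these data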
# An asterisk follows results filed as active; ? = inconclusive; · = not tested or not shown.
SMILES,EBNA-1 inhibitor,PP5 primary,GASC-1 inh,TPT1 inhibitor,HCV core dimer,CTSL1 counter,ZTA DNA inh,Yeast superoxide,PP1 inh
CCN1CCn2c1nc(N1CCOCC1)nc2=O,-1,-0.3,-10,1,-9,3,-2,104,-3
CCCC(=O)N(CCN1CCOCC1)c1nc2c(OCC)cccc2s1,4,2.2,-6,-1,11,-3,-13,111,0
COc1cccc(/C=C2/Oc3ccccc3N(CC(=O)NCC3CCCO3)C2=O)c1 (configuration not stated),2,1.9,-4,1,-15,6,1,91,0
Cc1cc(=O)oc2cc(OCC(=O)N3CCC(O)CC3)c(Cl)cc12,-8,1.9,-28,1,-4,3,-11,112,0
COc1ccccc1OCCNC(=O)/C=C/c1ccc([N+](=O)[O-])cc1,1,1.2,-2,0,0,1,7,102,0
CCOC(=O)C1=C(CSCc2ccccc2)NC(=O)NC1c1cc(C)ccc1C (configuration not stated),-2,7.2,3,1,10,3,4,112,13
O=C(COC(=O)c1ccc([N+](=O)[O-])o1)c1ccccc1,11,3.0,-1,-1,0,-5,4,126,6
COC(=O)[C@@H]1CCCN1Cc1c(C(=O)N2CCCCC2)nc2c(C)cccn12,4,0.4,2,-2,-4,1,-6,90,-1
O=C(CCCSc1nc2sc3c(c2c(=O)[nH]1)CCC3)NCCCO,5,-1.6,?,1,-6,2,-13,94,-3
O=C(CNS(=O)(=O)c1ccc2ccccc2c1)NCCc1ccccn1,4,1.2,5,-2,4,-5,-17,102,-7
COc1cccc(C(=O)Nc2nnc(S(=O)(=O)N(C)c3ccccc3)s2)c1,4,-0.5,11,1,21,0,11,98,-1
COc1ccc(-c2ccc3oc(-c4ccc(OC)cc4)c(C#CCO)c3c2)cc1,6,3.7,16,0,-13,2,15,112,2
COc1ccc(CCNC(=O)c2cc(S(=O)(=O)N(C)C)ccc2N2CCCC2)cc1,-11,2.1,7,-4,1,-2,7,94,2
Cc1cccc(C(=O)NNC2=C(C(=O)C(F)(F)F)CCC2)c1O,2,1.3,-6,3,6,1,0,79,1
COc1ccc(/C=C2/SC(=S)N(NS(=O)(=O)c3ccc(C)cc3)C2=O)cc1,-5,3.9,4,0,-1,3,32,90,11
CC1CCN(c2ccc([N+](=O)[O-])c(SCCO)c2)CC1,-2,-0.7,-3,0,1,8,3,99,-1
COC(=O)c1cc(C(=O)OC)n(Cc2ccc(Cl)cc2Cl)n1,7,2.1,-2,0,2,0,4,83,-1
Cc1cccc(C)c1NCc1n[nH]c(=S)n1-c1ccccc1,4,0.8,-1,-2,12,-3,-1,110,-3
COc1ccc(/C=C2\SC(=S)N(NS(=O)(=O)c3ccc(C)cc3)C2=O)c(OC)c1,17,1.1,4,2,2,5,11,117,14
CCN(CC(=O)Nc1ccc(Br)cc1)C(=O)c1nc2nc(C)cc(C)n2n1,·,0.3,5,·,·,·,6,105,-1
CCOc1ccc(C(=O)NCC(=O)NCCCn2nc(C)cc2C)cc1OCC,8,0.6,2,1,-5,-1,1,100,1
O=C(Nc1nnc(-c2ccccc2Cl)o1)c1ccco1,8,0.8,-12,0,-2,1,4,95,-2
C/C=C/c1ccc(OCCCCN2CC(C)CC(C)C2)c(OC)c1 (configuration not stated),6,0.8,6,1,5,-4,6,94,-1
COc1ccc(NC(=O)C2CCN(C(=O)c3ccccc3)CC2)cc1OC,3,2.5,-2,1,-5,-1,11,109,-2
N#CCCCSc1nnc(Cc2ccc3c(c2)OCO3)o1,0,0.2,11,-6,20,3,9,103,1
O=C(CCNc1n[nH]c(=O)[nH]c1=O)N1CCCCC1,12,0.6,4,3,3,-2,8,103,2
CCc1oc2ccccc2c1C(=O)c1cc(Br)c(O)c(Br)c1,-4,1.2,?,0,23,0,4,112,12
O=C(Nc1ccc([N+](=O)[O-])cc1)Nc1nc(-c2ccc(Cl)s2)cs1,-9,1.4,-5,2,12,-1,0,117,13
CCCCNC(=O)CNC(=S)N(Cc1cc(OC)c(OC)c(OC)c1)C1CCCC1,-4,2.5,4,-1,-5,-2,-2,99,1
CC1(C)Nc2ccccc2N(CC(=O)N2CCCCC2)C1=O,-9,1.2,8,1,-4,0,2,111,-6
NN1C(=O)c2cccc3c(C(=O)O)ccc(c23)C1=O,2,0.4,6,2,1,1,-3,92,1
CN(C)CCCNC(=S)N(Cc1cccs1)Cc1cc2cc3c(cc2[nH]c1=O)OCCO3,6,-0.1,-3,11,3,2,-5,99,3
CCc1nc2oc(C(=O)c3ccccc3)c(N)c2c2c1COC(C)(C)C2,0,1.5,-4,-3,-2,5,-1,96,-1
CCOc1ccc(NC(=O)COc2ccccc2C(=O)NCc2ccccc2)cc1,·,3.1,-2,·,·,·,-8,112,2
Cn1c(=O)oc2cc(NC(=O)CCl)ccc21,1,-2.3,4,2,1,13,8,111,-7
CN(Cc1c(C(=O)N/N=C/c2c(F)cccc2Cl)nnn1-c1nonc1N)c1ccccc1,-9,3.6,-2,1,11,2,-8,100,5

# 13 successive records from above:
SMILES,EBNA-1 inhibitor,PP5 primary,GASC-1 inh,TPT1 inhibitor,HCV core dimer,CTSL1 counter,ZTA DNA inh,Yeast superoxide,PP1 inh
CCOc1ccc(C(=O)NCC(=O)NCCCn2nc(C)cc2C)cc1OCC,8,0.6,2,1,-5,-1,1,100,1
O=C(Nc1nnc(-c2ccccc2Cl)o1)c1ccco1,8,0.8,-12,0,-2,1,4,95,-2
C/C=C/c1ccc(OCCCCN2CC(C)CC(C)C2)c(OC)c1 (configuration not stated),6,0.8,6,1,5,-4,6,94,-1
COc1ccc(NC(=O)C2CCN(C(=O)c3ccccc3)CC2)cc1OC,3,2.5,-2,1,-5,-1,11,109,-2
N#CCCCSc1nnc(Cc2ccc3c(c2)OCO3)o1,0,0.2,11,-6,20,3,9,103,1
O=C(CCNc1n[nH]c(=O)[nH]c1=O)N1CCCCC1,12,0.6,4,3,3,-2,8,103,2
CCc1oc2ccccc2c1C(=O)c1cc(Br)c(O)c(Br)c1,-4,1.2,?,0,23,0,4,112,12
O=C(Nc1ccc([N+](=O)[O-])cc1)Nc1nc(-c2ccc(Cl)s2)cs1,-9,1.4,-5,2,12,-1,0,117,13
CCCCNC(=O)CNC(=S)N(Cc1cc(OC)c(OC)c(OC)c1)C1CCCC1,-4,2.5,4,-1,-5,-2,-2,99,1
CC1(C)Nc2ccccc2N(CC(=O)N2CCCCC2)C1=O,-9,1.2,8,1,-4,0,2,111,-6
NN1C(=O)c2cccc3c(C(=O)O)ccc(c23)C1=O,2,0.4,6,2,1,1,-3,92,1
CN(C)CCCNC(=S)N(Cc1cccs1)Cc1cc2cc3c(cc2[nH]c1=O)OCCO3,6,-0.1,-3,11,3,2,-5,99,3
CCc1nc2oc(C(=O)c3ccccc3)c(N)c2c2c1COC(C)(C)C2,0,1.5,-4,-3,-2,5,-1,96,-1

# Continued:
SMILES,EBNA-1 inhibitor,PP5 primary,GASC-1 inh,TPT1 inhibitor,HCV core dimer,CTSL1 counter,ZTA DNA inh,Yeast superoxide,PP1 inh
N#C/C(=C\c1ccc(F)cc1F)S(=O)(=O)c1ccccn1,8,0.9,-10,2,-1,1,5,111,-1
Cc1ccc(/C=N/Nc2ccc3ccccc3n2)o1,2,-0.1,·,-3,-15,1,-5,97,3
COc1cccc(S(=O)(=O)N2CCN(c3ccccc3F)CC2)c1,-12,5.7,-6,-3,10,-8,2,75,-1
Oc1cccc(/C=N/Nc2cc(N3CCCC3)nc(N3CCCC3)n2)c1,8,16*,1,3,0,10,8,94,3
COc1ccc(OC)c(NC(=O)COC(=O)COc2c(Cl)cc(Cl)c3ccc(C)nc23)c1,0,1.9,3,-3,-1,-3,2,108,-4
Cc1ccc(C)c(S(=O)(=O)NCCOC(=O)Nc2sc(=S)n(C)c2C)c1,0,3.1,-10,2,1,-2,3,104,-2
COc1ccc(S(=O)(=O)N2CCC(C(=O)NCCC3=CCCCC3)CC2)cc1C,-17,4.4,8,-2,4,1,-5,111,-1
CC(=O)N/C(=C\c1ccc(Br)s1)C(=O)O,3,0.3,-1,-6,-6,1,0,93,1
CC1CC(C)CN(C(=O)COC(=O)c2nccnc2N)C1 (configuration not stated),·,1.1,-4,·,·,·,-7,99,-4
COCCNC(=S)N(CCc1c(C)[nH]c2ccc(C)cc12)Cc1cccnc1,0,-0.3,-1,0,1,6,-2,115,-1
O=C1CC2(CCCCC2)Oc2ccc(Cl)cc21,-7,-3.7,-6,2,-18,-3,-6,100,-6
O=C(CSc1nnc(Cc2cccs2)n1Cc1ccco1)Nc1cccc(Cl)c1,1,0.8,-1,-1,3,3,17,114,0
COc1ccccc1-c1cc(C(=O)NCCCN2CCOCC2)no1,6,1.2,5,0,-2,-3,9,92,0
COc1ccc(C(C)=O)cc1CC(=O)Nc1ccccc1-c1ccccc1,1,1.3,8,2,10,-1,8,118,7
O=c1oc2ccccc2cc1-c1nnc(-c2cccc(Br)c2)o1,-9,1.7,-3,0,1,-4,-4,114,5
COc1ccc(Br)cc1CN1CCN(C(=O)c2ccc(F)cc2)CC1,-4,-3.0,-1,-2,-6,2,-4,96,-2
COCCNC(=O)C(c1ccccc1C)N(C(=O)Cn1nnc2ccccc21)c1cccnc1 (configuration not stated),12,-1.0,-4,-2,2,-1,5,94,-3
OCC(CBr)(CBr)CBr,·,1.5,15,·,·,·,-9,95,0
COc1ccc(C(C(=O)NCc2ccccc2)N(C(=O)c2snc(C(N)=O)c2N)c2ccccc2OC)cc1 (configuration not stated),-3,2.2,-1,1,22,1,-3,102,1
CCCCn1c(N)c(N(CCOC)C(=O)C2CCN(C(=O)c3ccc(Cl)cc3)CC2)c(=O)[nH]c1=O,-3,-1.9,-1,1,-5,5,1,100,-4
Cc1nn(C)c(Oc2ccccc2)c1CCNS(=O)(=O)c1ccc(Cl)cc1,-3,2.5,11,2,5,-1,4,99,0
N#CCC(=O)Nc1ccc(C(=O)N2CCN(S(=O)(=O)c3ccc4ccccc4c3)CC2)cc1,12,1.4,-3,4,13,-1,13,104,15
CC(OC(=O)Cc1c(F)cccc1Cl)C(=O)NCCC1=CCCCC1 (configuration not stated),-5,3.1,1,-2,-6,-4,-18,108,2
Cc1ccnn1CC(=O)N/N=C/c1c[nH]c2ccccc12,-4,-2.5,4,6,-2,1,7,100,-5
COc1ccc(-n2c(C)cc(/C=C3\C(=O)NN(c4ccccc4)C3=O)c2C)cc1,4,-0.1,5,-2,10,7,14,96,5
CN(C)C(C(=O)Nc1cc(Cl)cc(Cl)c1)c1ccccc1 (configuration not stated),6,-1.1,-1,-1,-2,-1,9,106,1
O=S(=O)(/N=C(\Sc1ccccc1)c1ccccc1)c1ccc(Cl)cc1,1,2.8,1,-4,5,4,0,126,-1

# Source: PubChem BioAssay (several laboratories)
